ARFGAP1 inh: inhibits rat ARF GTPase activating protein 1. hit rate 0.26% among 360,000. inhibition, % at 16.5 µM. Arfgap1-stimulated ARF1 GTP hydrolysis, GDP FP detection. AID 651572;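 active means inhibition above a per-plate limit, mean inhibition of low control wells plus 3 SD, cut at about 25% in these data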;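 further: 0% = DMSO wells with enzyme and 100% = wells lacking Arfgap1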
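System: truncated rat Arfgap1 GAP domain / Benchmarks: high control wells lacking Arfgap1, low control full reaction with DMSO / Times: compound-enzyme preincubation 20 min, reaction 120 min, detection 60 min, 25 °C / Repeats: one replicate per compound / Also added: human ARF1(Δ1-17)-GTP substrate / Measured by: Tracer-displacement fluorescence polarization with EDTA stop, 620/688 nm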
GC-A act: GC-A (human) enzyme activation; hit rate 0.14% among 370,000; P16066; activation, % at 10 µM; AID 1671463; HEK293 GC-A cells, cGMP TR-FRET, EC30 ANP; 0% at EC30 ANP, 100% saturating ANP; in the data active means activation above about 40%
Target sequence (P16066 whole entry, looked up): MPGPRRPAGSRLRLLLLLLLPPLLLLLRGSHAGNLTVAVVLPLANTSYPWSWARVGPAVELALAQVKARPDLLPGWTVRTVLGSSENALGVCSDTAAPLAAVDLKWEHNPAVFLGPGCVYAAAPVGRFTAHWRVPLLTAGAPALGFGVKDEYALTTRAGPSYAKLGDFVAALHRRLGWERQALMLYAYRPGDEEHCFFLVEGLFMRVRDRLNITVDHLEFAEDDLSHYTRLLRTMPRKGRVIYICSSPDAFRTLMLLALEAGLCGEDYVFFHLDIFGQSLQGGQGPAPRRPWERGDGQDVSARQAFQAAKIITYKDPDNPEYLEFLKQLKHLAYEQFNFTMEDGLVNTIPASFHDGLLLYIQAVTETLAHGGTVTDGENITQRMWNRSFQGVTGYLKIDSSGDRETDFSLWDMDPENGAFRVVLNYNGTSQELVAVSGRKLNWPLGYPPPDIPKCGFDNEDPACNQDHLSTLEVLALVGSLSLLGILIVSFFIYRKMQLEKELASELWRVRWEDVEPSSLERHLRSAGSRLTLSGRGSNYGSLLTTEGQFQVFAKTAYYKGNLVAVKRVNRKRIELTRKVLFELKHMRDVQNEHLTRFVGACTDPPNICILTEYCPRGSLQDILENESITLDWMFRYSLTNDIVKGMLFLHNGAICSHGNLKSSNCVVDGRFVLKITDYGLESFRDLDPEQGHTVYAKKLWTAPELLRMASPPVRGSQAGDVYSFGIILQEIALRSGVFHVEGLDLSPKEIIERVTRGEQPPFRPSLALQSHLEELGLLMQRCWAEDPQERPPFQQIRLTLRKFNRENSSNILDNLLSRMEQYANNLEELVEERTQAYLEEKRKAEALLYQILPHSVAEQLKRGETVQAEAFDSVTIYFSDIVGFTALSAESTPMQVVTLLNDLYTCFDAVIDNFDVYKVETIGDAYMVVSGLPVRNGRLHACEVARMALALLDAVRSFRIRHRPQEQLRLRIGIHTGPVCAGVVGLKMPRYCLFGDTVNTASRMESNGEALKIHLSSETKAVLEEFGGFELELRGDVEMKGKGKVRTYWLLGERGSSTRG
NR1D1 modulator: Rev-erb alpha (human) modulation. activity, % at 10 µM. Rev-erbα–FITC-DNA binding, fluorescence polarization, 90 min. hit rate 0.79% among 370,000. P20393;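 active means activity above about 14%, limit read from the data; passing the limit was not always enough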;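 further: 0% = DMSO wells with 35 nM protein and 100% = DMSO wells with 750 nM protein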
SMARCA2 activ: SMARCA2 function activation, primary screen; MG213 cells, MMTV-luciferase reporter, dexamethasone, overnight; activation, % at 9.1 µM; hit rate 1% among 370,000; in the data active means activation above about 7.8%;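 further: 0% = vehicle wells and 100% = reference activator wells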
mABHD4 FP: ABHD4 (mouse) inhibition, primary FP screen; Q8VD66; purified mABHD4, FP-Rh probe fluorescence polarization; inhibition, % at 8.92 µM; hit rate 0.54% among 370,000;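 active means inhibition exceeding the mean over every tested compound plus 3 SD, cut at about 30% in these data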;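 further: 0% = plate median of compound wells and 100% = S159A mutant with DMSO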
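Test system: mABHD4 protein; Read-out basis: % inhibition; Incubation: 45 min + 60 min at 25 °C; Repeats: single replicate; Technique: fluorescence polarization with parallel and perpendicular emission, 525/598 nm; Compound: 8.92 µM, single dose; Benchmarks: full inhibition S159A mutant plus DMSO, zero as sample-well median.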
PG9 binder: small molecules binding HIV-1 gp120 antibody PG9. TR-FRET gp120-PG9 antibody binding. inhibition, % at 6.7 µM. hit rate 0.43% among 360,000; in the data active means inhibition above about 8.5%
HTRA1 inh: HTRA1 (human) protease inhibition | hit rate 0.5% among 340,000 | inhibition, % at 5.96 µM | Q92743 | AID 504803 | recombinant HTRA1, FP-rhodamine activity-based probe, fluorescence polarization; in the data active means inhibition above about 36%;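 further: 0% = enzyme with DMSO and 100% = wells lacking enzyme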
ASAP1 GAP inh: inhibitors of human ASAP1 ArfGAP activity; Q9ULH1; ASAP1-stimulated ARF1 GTP hydrolysis, GDP FP detection; inhibition, % at 16.5 µM; hit rate 0.19% among 360,000; in the data active means inhibition above about 25%;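 further: 0% = vehicle with enzyme and substrate and 100% = no enzyme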
rCAG binder: r(CAG) repeat RNA binding; TO-PRO-1 dye displacement fluorescence; inhibition, % at 3 µM; hit rate 1.3% among 370,000; AID 651821;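 active means inhibition above the plate cutoff, the mean of all test compounds on that plate plus 3 SD, cut at about 35% in these data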;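 further: 0% = DMSO alone and 100% = 100 µM mitoxantrone as full dye displacement; higher means more dye released from RNA so lower well fluorescence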
NPR2 activator: GC-B (human) receptor activation; HEK293-GC-B cells, CNP EC30, cGMP TR-FRET; 0% at EC30 CNP, 100% saturating CNP; activation, % at 10 µM; hit rate 0.11% among 370,000;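 active means activation at 10 µM reaching about 35% in either raw or pattern-adjusted values, limit read from the data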
* hit, by the source's call; . = not tested or not shown.

smiles	ARFGAP1 inh	GC-A act	NR1D1 modulator	SMARCA2 activ	mABHD4 FP	PG9 binder	HTRA1 inh	ASAP1 GAP inh	rCAG binder	NPR2 activator
COc1ccc(C/C(C)=N/NC(=S)Nc2ccccc2F)cc1	0	2	1	-1	9	1.0	-6	3	3	10
COc1ccc(C)cc1-n1nnnc1SC(C)C(=O)NC1CCCC1 (configuration not stated)	-1	-1	3	0	1	-1.6	0	14	-6	6
Cc1ccc(S(=O)(=O)/C(C#N)=C/c2c(N3CCC(C(N)=O)CC3)nc3ccccn3c2=O)cc1	8	8	-2	0	-2	0.4	-4	-2	3	12
O=C(c1ccc(F)cc1Cl)N1CCC(Oc2cccnc2)CC1	.	-1	-2	5	2	.	.	.	-1	1
COc1ccc(CN(C)C2c3ccccc3-c3ccccc32)cc1	7	-1	-1	3	-2	-2.0	-14	-3	0	1
O=C(CN1C(=O)NC2(CCCC2)C1=O)NNC(=O)c1ccc(Br)cc1	2	-2	0	-4	-4	-1.0	5	-2	1	3
CCCCn1c2ccccc2c2cc(CC(N)=O)ccc21	7	-9	7	-1	-4	-0.8	-2	5	1	0
CSc1nsc(SC)c1NC(=O)OCC1CCCO1 (configuration not stated)	-4	1	-2	-3	4	0.9	3	-5	-2	9
Cc1nn(C(=O)N(C)C)c(C)c1CN1C(=O)c2ccccc2C1=O	2	1	2	2	0	-1.0	2	-9	-4	5
CC(C)CN1C(=O)CC(Sc2ccccc2C(=O)O)C1=O (configuration not stated)	6	1	-2	5	0	-2.4	-2	-8	1	2
CC1=C(C#N)C2C(/C1=N/O)C2(C)C (configuration not stated)	2	0	-1	-4	-4	0.3	0	-5	-1	1
O=C(COC(=O)/C=C/c1ccco1)NCCc1ccccc1	-9	-2	2	-2	-1	-1.0	-2	-9	-2	-2
CCOc1ccccc1N(CC(=O)NCC1CCCO1)C(=O)CNS(=O)(=O)c1ccccc1 (configuration not stated)	8	-1	0	-1	-6	-0.3	8	-10	-5	2
CC(=O)Nc1ccc(S(=O)(=O)N2CCC(NC(=O)c3ccco3)CC2)cc1	18	4	0	-3	-4	0.3	10	10	1	4
CN1CCN(S(=O)(=O)c2cccc(C(=O)N(C)CC(=O)Nc3ccc(F)c(F)c3F)c2)CC1	-3	1	-2	0	5	2.1	-3	-4	-4	2
COc1cccc(NC(=O)CN(C)C(=O)CSCc2nc3scc(-c4cccs4)c3c(=O)[nH]2)c1	10	-5	1	-2	-4	0.6	-25	-4	8	3
COc1ccc(NC(=O)CCCc2nc3ccccc3c(=O)[nH]2)cc1Cl	-3	-8	1	-4	-3	3.3	-2	-4	0	-8
CC(C(=O)c1ccc(Br)cc1)[n+]1cccc(NC(=O)c2ccccc2)c1 (configuration not stated)	1	2	-3	1	6	-1.0	0	-3	5	4
COC(=O)[C@H](Cc1ccccc1)NC(=O)c1cc(COc2c(F)cccc2F)on1	10	2	-2	2	-4	-0.7	-8	-4	-5	0
Cc1noc(C)c1NC(=O)N(C)C[C@H]1OCc2cn(nn2)CCCC(=O)N([C@@H](C)CO)C[C@@H]1C	2	2	-2	-3	3	0.0	1	-12	2	3
COC(=O)c1sc(SC)c(S(=O)(=O)C(C)C)c1N/N=C(\C#N)S(=O)(=O)c1ccccn1	0	-1	6	0	-6	-1.1	1	9	5	2
COc1cccc(CNC(=O)c2cc(S(=O)(=O)N3CCCCC3)c[nH]2)c1	4	2	5	3	2	0.5	1	-10	4	5
Cc1cc(O)cc(=O)n1Cc1ccccc1	9	0	2	1	1	1.2	1	-3	3	0
Cc1ccc(NC(=S)NC2CCSc3ccccc32)cc1C (configuration not stated)	1	2	-2	0	-24	-1.9	-34	13	4	-5
O=C(NCc1ccccc1)C(c1ccc(-c2ccccc2)cc1)n1c(=O)c(-c2cc3ccccc3[nH]2)nc2ccccc21 (configuration not stated)	5	10	0	2	-5	0.5	.	6	7	2
CC(C)OCCCNC1=C(Cl)C(=O)c2ccccc2C1=O	14	5	8	9.4*	7	-6.0	.	-4	-5	4
Cc1nn(-c2ccccc2)c(Cl)c1C(=O)NCCCCNC(=O)c1c(C)nn(-c2ccccc2)c1Cl	-9	-8	5	-2	-9	0.4	-5	-9	4	2
O=C(Cn1cc(C(F)(F)F)ccc1=O)Nc1ccc2c(c1)OCCO2	9	2	0	-6	-2	1.1	5	10	4	-1
CCn1c(=O)n(CC)c2cc(S(=O)(=O)N3CCCCC3)c(C)cc21	3	3	0	-3	-6	-0.5	-1	-9	-4	5
CCCc1nnc(NC(=O)CCC(=O)NC2CC2)s1	-19	-1	-1	-1	-4	0.8	6	10	-4	3
COc1cccc(-c2ccc(NC(=O)C3CCCN(CCCn4cccn4)C3)cc2)c1 (configuration not stated)	4	-9	-2	-1	3	0.6	-20	-3	-7	-5
CC(C)(C)c1nc(NC(=O)Nc2ccccc2)sc1Br	-7	3	2	-6	-28	-0.7	-22	11	36*	4
O=c1[nH]c2c(c(=O)n1Cc1ccccc1)CCC2	1	.	.	0	10	-1.1	4	-1	-2	.
O=C(COC(=O)c1ccc(O)cc1)Nc1cccc(S(=O)(=O)NC2=NCCC2)c1	3	-2	-4	-3	3	0.6	-2	4	3	0
CC1CCCCN1C(=S)NC(=O)c1ccco1 (configuration not stated)	7	4	5	5	1	-1.9	3	-9	2	2
O=c1c2c(-c3cccs3)csc2ncn1-n1cccc1	1	-1	4	-2	3	-0.1	-10	3	2	1
CN(C)S(=O)(=O)c1ccc(Cl)c(NC(=O)COC(=O)CCC(=O)c2cccs2)c1	12	2	8	-1	-1	0.6	0	3	-2	5
COCC(C)n1c(C)cc(C(=O)COC(=O)c2oc3ccccc3c2C)c1C (configuration not stated)	8	-1	-1	-2	-11	-0.6	-32	2	-7	6
O=c1c2oc3ccccc3c2ncn1Cc1cccc(Cl)c1	3	0	-5	6	-1	3.4	-5	2	-2	-4
COc1cc(/C=N/Nc2ccc(F)cc2F)cc(OC)c1O	-2	-5	3	1	0	0.1	11	-1	5	10
CC12CCC(C(=O)Nc3ccccc3)(C/C1=N\O)C2(C)C (configuration not stated)	1	7	-5	-3	3	0.6	1	15	0	2
CC(C)CCCC(C)NC(=O)c1cc(S(=O)(=O)N2CCCCC2)ccc1N1CCOCC1 (configuration not stated)	0	-1	3	-2	1	-0.6	1	-6	1	-7
CN(C)CCN(Cc1ccccc1)c1ccnc(N(C)C)c1C#N	-2	-1	1	1	15	0.8	0	10	-1	5
CSc1ccccc1COC(=O)Nc1ccccc1C	-11	-2	-1	3	-9	0.4	-7	-3	-2	-4
Cc1cc(C(F)(F)F)nn1-c1nc(-c2ccco2)cc(C(F)(F)F)n1	-8	-9	0	1	-2	-3.0	3	-5	1	0
Cc1ccc(CNC(=O)COC(=O)c2cc3c(s2)CCC(C)C3)cc1 (configuration not stated)	7	-1	0	1	5	1.1	-9	-11	7	0
Fc1ccccc1N1CCN(Cc2cnc(Cl)s2)CC1	-1	1	9	1	2	-1.1	-6	-4	-5	1
Cc1ccc(CNC(=O)CSc2c3c(nc4cc(Cl)ccc24)CCCC3)o1	8	-12	-6	0	13	-1.0	21	6	13	-4
CC1(C)CC(=O)C=C(C(=O)NC2CCCc3c2cnn3-c2cc(F)cc(F)c2)O1 (configuration not stated)	11	-2	9	-2	-10	-0.9	3	-11	-6	-7
Cc1ccc(S(=O)(=O)Nc2nc3ccccc3nc2NCc2ccco2)cc1C	1	0	-2	0	4	-0.3	-3	3	47*	2
C[C@H](CO)N1C[C@H](C)[C@@H](CN(C)C(=O)Nc2ccc3c(c2)OCO3)Oc2c(NS(=O)(=O)c3ccc(F)cc3)cccc2C1=O	10	0	-3	1	10	-0.3	1	0	15	-1

Entries above that contain a furan ring, fused or not (eight):
smiles	ARFGAP1 inh	GC-A act	NR1D1 modulator	SMARCA2 activ	mABHD4 FP	PG9 binder	HTRA1 inh	ASAP1 GAP inh	rCAG binder	NPR2 activator
O=C(COC(=O)/C=C/c1ccco1)NCCc1ccccc1	-9	-2	2	-2	-1	-1.0	-2	-9	-2	-2
CC(=O)Nc1ccc(S(=O)(=O)N2CCC(NC(=O)c3ccco3)CC2)cc1	18	4	0	-3	-4	0.3	10	10	1	4
CC1CCCCN1C(=S)NC(=O)c1ccco1 (configuration not stated)	7	4	5	5	1	-1.9	3	-9	2	2
COCC(C)n1c(C)cc(C(=O)COC(=O)c2oc3ccccc3c2C)c1C (configuration not stated)	8	-1	-1	-2	-11	-0.6	-32	2	-7	6
O=c1c2oc3ccccc3c2ncn1Cc1cccc(Cl)c1	3	0	-5	6	-1	3.4	-5	2	-2	-4
Cc1cc(C(F)(F)F)nn1-c1nc(-c2ccco2)cc(C(F)(F)F)n1	-8	-9	0	1	-2	-3.0	3	-5	1	0
Cc1ccc(CNC(=O)CSc2c3c(nc4cc(Cl)ccc24)CCCC3)o1	8	-12	-6	0	13	-1.0	21	6	13	-4
Cc1ccc(S(=O)(=O)Nc2nc3ccccc3nc2NCc2ccco2)cc1C	1	0	-2	0	4	-0.3	-3	3	47*	2
